Assay outcomes (PubChem BioAssay)
POLI inh: qHTS for Inhibitors of Polymerase Iota; hit rate 1% among 390,000; Pol iota fluorescent replication assay, 10 min; Potency, µM (series often up to 115 µM), without a hit: at the top dose activity, negative = inhibition, hits mostly inhibitors; AID 588590, 2011; DNA polymerase iota (Homo sapiens), Q9UNA4
Target sequence (Q9UNA4 whole entry, looked up): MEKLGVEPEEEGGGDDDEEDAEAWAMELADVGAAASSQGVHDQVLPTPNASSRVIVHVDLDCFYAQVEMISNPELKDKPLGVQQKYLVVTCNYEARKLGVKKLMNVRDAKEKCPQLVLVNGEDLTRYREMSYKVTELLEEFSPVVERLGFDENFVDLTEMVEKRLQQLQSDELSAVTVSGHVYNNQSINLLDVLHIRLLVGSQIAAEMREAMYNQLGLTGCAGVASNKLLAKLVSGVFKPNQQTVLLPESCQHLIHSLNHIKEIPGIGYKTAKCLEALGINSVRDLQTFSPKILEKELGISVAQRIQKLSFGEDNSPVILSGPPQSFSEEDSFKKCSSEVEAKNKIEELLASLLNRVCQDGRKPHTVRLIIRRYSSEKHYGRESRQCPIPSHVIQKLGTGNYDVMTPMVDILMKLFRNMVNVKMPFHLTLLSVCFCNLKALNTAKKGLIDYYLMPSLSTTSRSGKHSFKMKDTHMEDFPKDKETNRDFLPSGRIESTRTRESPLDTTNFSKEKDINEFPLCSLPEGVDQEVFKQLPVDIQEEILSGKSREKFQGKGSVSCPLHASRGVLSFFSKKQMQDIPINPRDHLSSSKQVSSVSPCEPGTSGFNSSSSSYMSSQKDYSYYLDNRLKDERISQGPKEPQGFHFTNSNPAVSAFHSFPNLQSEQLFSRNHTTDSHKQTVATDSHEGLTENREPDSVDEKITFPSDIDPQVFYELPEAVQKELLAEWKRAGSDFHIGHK
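Pol iota at 10 nM preincubated 15 min with compounds at room temperature; reaction started with fluorescent substrate, 50 nM final. Fluorescence read kinetically at 0 and 10 min; buffer-only wells as negative control.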
POLB inh: qHTS Assay for Inhibitors of DNA Polymerase Beta; P06746; Potency, µM (top dose mostly 114 µM), inactives show top-dose activity change, negative = inhibition, usual class: inhibitors; AID 485314, 2010; Pol beta primer extension/strand displacement, fluorescence kinetic; hit rate 1.3% among 340,000; also: % is scaled to controls: 0 for no effect and ±100 for the full control effect
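10 nM enzyme + cpd, 15 min RT; start with substrate 50 nM final; read 0 min and after 10 min RT. Corrected, normalized data; 4-parameter Hill curve fit.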
G9a inh: qHTS Assay for Inhibitors of Histone Lysine Methyltransferase G9a. Histone-lysine N-methyltransferase EHMT2 (Homo sapiens), Q96KQ7. G9a H3K9 monomethylation, AlphaScreen, 2 h. Potency, µM (top dose mostly 102 µM), without a hit: at the top dose activity, negative = inhibition, hits mostly inhibitors. hit rate 8.8% among 350,000; also: % is scaled to controls: 0 for no effect and ±100 for the full control effect; nearly all actives have a fitted effect of over 75% in size
Target sequence (Q96KQ7 913-1193 limits assumed): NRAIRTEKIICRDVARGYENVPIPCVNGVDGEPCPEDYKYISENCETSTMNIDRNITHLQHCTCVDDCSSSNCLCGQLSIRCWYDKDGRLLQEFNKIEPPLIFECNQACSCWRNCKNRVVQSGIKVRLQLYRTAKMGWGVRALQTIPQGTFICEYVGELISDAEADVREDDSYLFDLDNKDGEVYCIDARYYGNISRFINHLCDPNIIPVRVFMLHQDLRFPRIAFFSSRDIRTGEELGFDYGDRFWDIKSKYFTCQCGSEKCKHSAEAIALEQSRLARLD
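Enzyme 20 nM + cpd, 15 min RT; add b-H3K9 pep 500 nM / SAM 20 uM; 2 h RT; anti-H3K9me1 Ab 0.5 ug/mL + SA donor / anti-rabbit acceptor beads 20 ug/mL each, 10 min; AlphaScreen read.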
Pol kappa inh: qHTS for Inhibitors of Polymerase Kappa; DNA polymerase kappa (Homo sapiens), Q9UBT6; purified Pol kappa, fluorescent DNA synthesis assay, 10 min; Potency, µM (series often up to 107 µM), inactives show at the top dose activity, negative = inhibition, most hits filed as inhibitors; hit rate 0.53% among 400,000; AID 588579, 2011; also: % is scaled to controls: 0 for no effect and ±100 for the full control effect
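First, compounds were pin-transferred onto 10 nM Pol kappa. After 15 min at room temperature, substrate was added to 50 nM final. Fluorescence was then measured kinetically at 0 and 10 min.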
JMJD2A Tudor: qHTS Assay for Inhibitors of JMJD2A-Tudor Domain | AlphaScreen JMJD2A-Tudor / H3K4me3 peptide binding | Potency, µM (doses to about 114 µM), for inactives: top-dose activity change, negative = inhibition, most hits filed as inhibitors | hit rate 4.4% among 390,000 | Lysine-specific demethylase 4A (Homo sapiens), O75164; also: % is scaled to controls: 0 for no effect and ±100 for the full control effect; nearly all actives have a fitted effect of over 50% in size
POLH inh: qHTS for Inhibitors of Polymerase Eta. hit rate 1.2% among 390,000. recombinant Pol eta, fluorescent DNA replication assay. Potency, µM (highest dose often 114 µM), for inactives: at the top dose activity change, negative = inhibition, most hits filed as inhibitors. DNA polymerase eta (Homo sapiens), Q9Y253; also: % is scaled to controls: 0 for no effect and ±100 for the full control effect
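Pol eta at 10 nM preincubated with compounds 15 min at room temperature; reaction started with fluorescent substrate (50 nM final) and read kinetically at 0 and 10 min.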
BAZ2B inh: qHTS Assay for Inhibitors of BAZ2B | AID 504333, 2011 | Potency, µM (titrated, usually from 114 µM), for the others: at the top dose activity change, negative = inhibition, usual class: inhibitors | Bromodomain adjacent to zinc finger domain protein 2B (Homo sapiens), Q9UIF8 | hit rate 4.4% among 360,000 | AlphaScreen BAZ2B-H3K14Ac peptide displacement; also: % is scaled to controls: 0 for no effect and ±100 for the full control effect; nearly all actives have a fitted effect of over 60% in size
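AlphaScreen luminescence quantifies BAZ2B engagement of H3K14Ac peptide; the protein and biotinylated peptide are both at 50 nM final, buffer PBS pH 7.4 with 0.01% Tween-20, all steps at room temperature.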
BLM inh: qHTS Assay for Inhibitors of Bloom's syndrome helicase (BLM); RecQ-like DNA helicase BLM (Homo sapiens), P54132; recombinant BLM DNA unwinding, fluorescence dequenching; Potency, µM (highest dose often 56.1 µM), for the others: top-dose activity change, negative = inhibition, most hits filed as inhibitors; hit rate 0.2% among 350,000;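 also: plate controls were vehicle for no effect and no enzyme for full effect; nearly all actives have a fitted effect of over 35% in size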
APE1 inh: qHTS Assay for Inhibitors of the Human Apurinic/apyrimidinic Endonuclease 1 (APE1); DNA repair nuclease/redox regulator APEX1 (Homo sapiens), P27695; recombinant APE1, TAMRA/BHQ-2 abasic DNA cleavage fluorescence; Potency, µM (titrated, usually from 65.8 µM), for the others: at the top dose activity change, negative = inhibition, most hits filed as inhibitors; hit rate 0.35% among 350,000;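 also: plate controls were vehicle for no effect and reference inhibitor for full effect; nearly all actives have a fitted effect of over 55% in size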
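Readout is kinetic fluorescence (ex 525, em 598 nm) from cleavage of 50 nM TAMRA/BHQ-2 THF abasic duplex by 0.75 nM APE1, compound added 15 min beforehand at RT.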
* hit, by the source's call; ? = inconclusive; . = not tested or not shown; & = joins results of further samples; [ ] = another dose, or the depositor's remark. Calls follow the shape of the dose curve; as a rule, active = well fitted curve in the direction sought with a large enough effect; inconclusive = small, poorly fitted or top-dose-only effect, or another doubt; inactive = no such curve, though single readings can be large; an effect the other way counts as inactive or inconclusive. Potency is read from the fitted curve at half-maximal effect.

SMILES	POLI inh	POLB inh	G9a inh	Pol kappa inh	JMJD2A Tudor	POLH inh	BAZ2B inh	BLM inh	APE1 inh
COCCOC(=O)c1c(NC(=O)CN2CCCc3ccccc32)sc(C(N)=O)c1C	-0.1%	7.9%[57.1 µM]	-7.4%	-2.5%	-7.6%	-13.3%	6.5%	0.4%	-2.8%
O=C1CC(c2ccccc2)n2nc(N3C(=O)CCC3=O)nc2N1 (stereo not given)	2.7%	22.0%	21.7%[2.33 µM]	-0.8%	2.3%	12.0%	7.0%	1.1%	-1.7%
Cc1cccc(N2CCN(C(=S)Nc3ccc4nc5n(c(=O)c4c3)CCCCC5)CC2)c1C	63.2%[activator]	2.3%	-4.8%	-4.6%	-5.5%	10.7%	-12.3%	-0.5%	1.0%
COc1cccc(NC(=O)CSc2nnc(COc3ccc(Cl)cc3)o2)c1	38.4%[activator]	-11.7%	-15.3%[59 µM]	-10.4%	-7.3%	2.7%	-10.6%	-3.5%	.
CC(C)NC(=O)C(=O)NCC(c1ccc2c(c1)OCO2)N1CCOCC1 (stereo not given)	25.8%	2.4%	-0.8%	2.1%	-11.0%	-12.0%	-11.7%[57.1 µM]	-1.0%	36.3%
Cn1nc(C(=O)N2CCN(c3cccc(Cl)c3)CC2)c2c1-c1ccccc1S(=O)(=O)C2	6.4%&19.4%	0.3%&12.9%	7.4%&5.0%[59 µM]	2.5%&2.4%	-18.5%&-7.9%	-5.0%&-14.6%	-18.3%&-9.3%	-4.8%&-4.6%	34.7%
Clc1ccc(-c2cc(COc3ccccc3)on2)cc1	19.6%	7.8%	6.8%	-3.3%	26.6%	2.2%	-5.6%	-3.6%	-4.8%
Cc1c(NC2(C#N)CCCCC2)c(=O)n(-c2ccccc2)n1C	45.8%[activator]	?	3.7%	-12.8%	-1.5%[11.4 µM]	9.2%	-11.6%	-7.3%	0.5%
CN(C)c1nc(NC(C)(C)C)nc(SCC(=O)Nc2ccccc2)n1	92.1%[activator]	-0.2%	?	-11.6%	-9.3%	?	-26.7%	-12.4%	1.1%
COc1ccc(Oc2ncc3nc(C)c(=O)n(CCc4ccccc4)c3n2)cc1	.	.	5.9%[12.7 µM]	1.1%[60.1 µM]	.	.	.	1.5%	2.0%
COC(=O)c1cc2occc2n1Cc1nc(-c2ccccc2)oc1C	24.1%	-1.7%	-7.8%[59 µM]	-0.8%	4.4%	-26.7%	-25.0%	-8.2%	.
Cc1nc(Nc2cccc(Cl)c2)c2oc3ccccc3c2n1	145.3%[activator]	?	70.8µM*	-24.5%	-9.1%	-0.5%	-26.9%	1.7%	18.3%
CCCCNC(=S)N/N=C1\C(=O)c2cccc3cccc1c23	7.6%	?	9.3%	-3.4%	?	-7.4%	?	1.5%	1.2%
Cc1cc(O)c(CN2CCN(S(=O)(=O)c3cccs3)CC2)cc1C(C)C	0.3%	.	-7.0%[12.7 µM]	-1.2%	-24.5%	-11.6%	-24.7%	.	15.6%
CCOC(=O)C1C(c2ccc(O)c(O)c2)NC(=S)NC1(O)C(F)(F)F (stereo not given)	-5.9%	1.6%	?	-8.4%	?	-12.0%	4.6%	1.9%	-2.2%
Cc1cccc(C(=O)Nc2cccc(C(=O)NC3CCCC3)c2)c1	?	-4.3%	22.9%	-5.0%	-8.6%	-11.4%	-10.9%	-5.6%	5.0%
O=C(COC(=O)c1ccccc1O)Nc1cccc2ccccc12	?	.	18.7%[12.7 µM]	-3.7%	3.7%	-14.2%	7.0%	.	-9.4%
COc1ccc(C(=O)Nc2ccc(OC)c(OC)c2)cc1	2.7%[58.9 µM]	10.1%	-26.3%[12.7 µM]	-3.1%	-18.5%	-6.6%	5.0%	1.0%	-1.4%
O=C(CSc1n[nH]c(=O)[nH]c1=O)c1ccccc1	-13.8%	10.7%	?	-9.2%	-25.8%	-10.7%	?	-0.8%	-2.1%
Cc1ccccc1CSc1nnc(-c2ccncc2)n1C	151.9%[activator]	47.8%	-2.8%	0.2%	-5.8%	-2.6%	10.1%	1.0%	7.5%

G9a inh: what is marked active above.
molecule | POLI inh | G9a inh | Pol kappa inh | JMJD2A Tudor | POLH inh | BAZ2B inh | BLM inh | APE1 inh
Cc1nc(Nc2cccc(Cl)c2)c2oc3ccccc3c2n1 | 145.3%[activator] | 70.8µM* | -24.5% | -9.1% | -0.5% | -26.9% | 1.7% | 18.3%

(list continues)
SMILES	POLI inh	POLB inh	G9a inh	Pol kappa inh	JMJD2A Tudor	POLH inh	BAZ2B inh	BLM inh	APE1 inh
CCOC(=O)c1nc(NCc2cccnc2)c2ccccc2n1	8.2%	-2.5%	19.9%[59 µM]	-4.9%	-15.1%	-10.3%	8.7%	3.1%	-1.4%
Cc1cccn2c(=O)c3cc(C(=O)NC4CCCCC4)c(=N)n(Cc4ccc(F)cc4)c3nc12	28.7%	19.8%	4.7%	0.7%	4.5%	-5.9%	-9.7%	0.2%	23.0%
CN(CC(=O)Nc1sccc1C#N)Cc1ccccc1	9.1%	3.5%	1.8%[59 µM]	-9.2%	-10.7%	-10.0%	-24.1%	?	5.0%
COc1ccc(CNC(=O)Cc2csc3nc(-c4ccc(C)cc4)cn23)cc1	16.8%	-0.9%	-7.1%[59 µM]	-11.6%[60.1 µM]	-16.6%	-11.7%	-9.2%	-2.1%	.
COc1ccccc1NC(=O)c1cc2c([nH]c1=O)CC(C)(C)CC2=O	-17.7%	0.9%	8.8%[59 µM]	-21.4%	-12.6%	-14.9%	3.5%	-4.2%	.
CCOc1ccc(S(=O)(=O)N2CCN(C3CC(=O)N(c4cccc(C(C)=O)c4)C3=O)CC2)cc1 (stereo not given)	-2.0%	.	.	-15.1%	-2.3%	-13.3%	.	.	.
COC(=O)[C@H]1[C@H]2C[C@@H]3c4[nH]c5cc(OC)ccc5c4CCN3C[C@H]2C[C@@H](OC(=O)c2ccc(N)cc2)[C@@H]1OC	59.7%[activator]	1.2%	?	-10.5%	?	-10.1%	39.8µM*	-11.0%	-9.3%
CCCCn1c(SCC(=O)NCCc2ccc(OC)c(OC)c2)nc2c1c(=O)n(C)c(=O)n2C	28.5%	28.5%	3.5%[59 µM]	12.3%	-9.6%	-11.2%	23.5%	-1.1%	-1.2%
CCOc1cc(-c2c(C)c(CC)nc(N)c2C#N)ccc1O	0.9%	2.5%	5.2%	-1.6%	-13.8%	-13.7%	20.6%	-0.1%	2.6%
COc1ccc(-c2nc(Cn3c(SCc4cccc(C(F)(F)F)c4)nc4cccnc43)c(C)o2)cc1OC	-5.3%	-29.4%	?	-11.1%	-36.0%	-11.0%	-37.2%	-13.4%	.
CC1(C)CC(=O)C2=C(C1)Nc1[nH]c(=S)[nH]c(=O)c1C2c1ccccc1 (stereo not given)	?	15.2%	11.2µM*	2.9%	44.7µM*	-6.8%	-35.1%	-0.4%	2.8%
CCOc1ccc(CN2CCN(Cc3[nH]c4ccc(OC)cc4c3C)CC2CCO)cc1 (stereo not given)	81.4%[activator]	-17.7%	?	-19.9%	?	-2.3%	?	-2.5%	-3.0%
C/C(Cl)=C\Cn1c(N2CCCCCC2)nc2c1c(=O)n(C)c(=O)n2C	2.6%	-1.8%	-18.3%[12.7 µM]	-17.9%	-25.4%	9.0%	-38.6%	-4.9%	-3.9%
CCOc1cc(CNc2ccc(N(C)C)cc2)cc(Br)c1OCC(=O)NC(C)(C)C	8.91µM*	-22.7%	5.01µM*	-11.8%	39.8µM*	-6.0%	14.1µM*	-21.0%	-8.9%
COc1ccc(OC)c2nc(-c3cccnc3)ccc12	269.6%[activator]	16.3%	1.7%	-1.0%	-2.7%	-5.5%	2.0%	-3.3%	12.5%
Cn1nc(-c2ccccc2)c(-c2nc(-c3cccc(Cl)c3)no2)c1Cl	?	-27.2%	30.9%[59 µM]	10.2%	0.0%[11.4 µM]	-8.1%	-0.4%	0.0%	1.7%
CC(=O)Nc1ccccc1NS(=O)(=O)c1ccccc1[N+](=O)[O-]	?	12.0%	.	-5.8%&-0.1%	-6.2%&-0.7%	-12.9%	?	-7.2%	15.2%
COCc1cc(C)nc(Nc2ccc(C)c(C)c2)c1C#N	21.1%	-2.0%	7.2%	-5.4%	-14.9%	-7.7%	-6.8%	-1.0%	-2.7%
Nc1nc(NCc2ccccc2)nc(NCCO)c1[N+](=O)[O-]	-8.2%	?	-9.3%	11.4%	-0.6%	-5.0%	-3.5%	-2.4%	-3.5%
COc1ccc(C2Nc3ccc4ccccc4c3-c3c2c(=O)oc2ccccc32)cc1 (stereo not given)	.	19.2%	?	.	.	.	0.1%	-13.7%	-1.6%
CC(=O)c1ccc(-c2ccc(C(=O)N3CCC(C(N)=O)CC3)o2)cc1	20.2%	.	19.5%[2.33 µM]	1.1%	-8.9%	-12.0%	6.2%	.	30.4%
COC(=O)c1cc(OC)c(OC)cc1NC(=S)N1CCCC(CO)C1 (stereo not given)	25.0%	-2.1%	30.7%[2.33 µM]	-5.8%	2.2%	-3.9%	5.2%	-0.1%	-3.8%
CCN(CC)c1ccc(N/C(N)=N/c2nc(C(F)(F)F)cc(=O)[nH]2)cc1	?	-18.2%	-29.0%	8.7%	-20.4%	-3.7%	-24.3%	-4.3%	8.3%
COCOc1ccc(C=O)c(O)c1	-25.0%	.	.	-0.6%	-12.2%	-24.6%	.	.	.
O=C(CCCCn1c(=S)[nH]c2ccsc2c1=O)NCc1ccc2c(c1)OCO2	?	27.4%	10µM*	-18.1%	-33.1%	-0.8%	?	-0.2%	-0.1%

A portion of the library; rates above refer to the full screens.
